MLL CXXC-DNA inh = MLL CXXC-DNA interaction inhibition | Q03164 | MLL-CXXC / FITC-HOXA9 DNA fluorescence polarization | Potency, µM (highest dose often 115 µM), inactives show top-dose activity change, negative = inhibition, actives largely listed as inhibitors | 290,000 compounds, 0.037% hits; active means well fitted inhibition curve with a large enough effect in the polarisation, with a control signal flat, not every such curve was filed as active; inconclusive means small, poorly fitted or top-dose-only effect, or effect the other way, or a change in a side signal; inactive means no such curve, though single readings can be large or run the other way; the % refers to the polarisation; further: potency means the concentration at half of the fitted maximal effect
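Fluorescence polarization: 7 uM MLL-CXXC (stock) preincubated 5 min with compounds, then 50 nM fluorescein-HOX-A9 DNA (stock) added; 30 min ambient. Buffer 50 mM Tris-HCl pH 7.5, 50 mM NaCl, 1 mM DTT, 0.05% BSA.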
S-ASM inh = blocks human secretory acid sphingomyelinase; 340,000 compounds, 0.006% hits; placental ASM, HMU-PC fluorogenic substrate, 60 min; Potency, µM (highest dose often 57.5 µM), without a hit: at the top dose activity change, negative = inhibition, actives largely listed as inhibitors; P17405; AID 504937; further: potency means the concentration at half of the fitted maximal effect
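qHTS format. ASM enzyme prepared from human placenta hydrolyses the fluorogenic substrate HMU-PC0 (9 uM final) over 60 min at 37 °C after a 10 min compound preincubation.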
MBNL1-CUG inh = MBNL1-poly(CUG) RNA binding inhibition. 280,000 compounds, 0.036% hits. AID 2675. Potency, µM (highest dose often 57.5 µM), for the others: at the highest dose activity change, negative = inhibition, actives largely listed as inhibitors. TR-FRET MBNL1-His/biotin-(CUG)12 binding, 665/545 ratio. Q9NR56; active means well fitted inhibition curve with a large enough effect in the signal ratio, with a control signal flat, not every such curve was filed as active; inconclusive means small, poorly fitted or top-dose-only effect, or effect the other way, or a change in a side signal; inactive means no such curve, though single readings can be large or run the other way; the % refers to the signal ratio; further: potency means the concentration at half of the fitted maximal effect; on the % scale 0 is the no-effect control and ±100 the full control effect
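Ratiometric TR-FRET (665 over 545 nm, excitation 340 nm) tracks disruption of MBNL1-His/biotin-(CUG)12 complex after 60 min at room temperature, with compounds at 92 nM to 58 uM final.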
TSG101-PTAP inh = blocks PTAP/TSG101 interaction to inhibit HIV-1 budding; Fluorescence polarization, FITC-PTAP peptide / Tsg101 binding; Potency, µM (top dose mostly 115 µM), for inactives: top-dose activity change, negative = inhibition, actives largely listed as inhibitors; 340,000 tested, under 10 active; active means well fitted inhibition curve with a large enough effect in the main read-out, with a control signal flat, not every such curve was filed as active; inconclusive means small, poorly fitted or top-dose-only effect, or effect the other way, or a change in a side signal; inactive means no such curve, though single readings can be large or run the other way; further: potency means the concentration at half of the fitted maximal effect; % of control where 0% means no effect
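Tsg101 binding domain (10 uM final) was mixed with compound and a FITC-labeled PTAP peptide (50 nM final) in HEPES pH 7.5 buffer with NaCl, Tween 20, EDTA and TCEP; fluorescence polarization was read after 20 min at r.t.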
TSHR antagonist = human thyrotropin receptor antagonism. TSHR-expressing cells, TSH-stimulated cAMP HTRF, 2 h; hits give low values. activity change, negative = inhibition, % at 11.5 µM. 330,000 compounds, 0.2% hits. P16473;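 active means activity change below a set negative limit, meaning inhibition stronger than a set level, cut at about -70% in these data; inconclusive means activity change between two set negative limits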; further: on the % scale 0 is the no-effect control and ±100 the full control effect
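Inhibition of cAMP made by TSHR-expressing cells under TSH stimulation (4nM final, EC80; 2 h, 37 deg C) is quantified with a one-step lysis HTRF kit, anti-cAMP cryptate versus cAMP-d2.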
TCR act = activators of T cell receptors; primary human leukocytes, anti-CD3, IL-2 HTRF, 48 h; Potency, µM (highest dose often 9.22 µM), for the others: at the top dose activation of IL-2 secretion, actives largely listed as activators; 330,000 tested, under 10 active; further: % of control where 0% means no effect
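Primary human leukocytes incubated 48 hr with anti-CD3 beads plus compound, without co-stimulation. Secreted IL-2 measured by HTRF (europium cryptate/d2 anti-IL-2 pair, 320 nm excitation, 665 nm emission).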
Mito fusion act = mitochondrial division inhibition or fusion activation; S. cerevisiae fusion-defective mutant growth rescue, CellTiterGlo 48 h; AID 485298; 320,000 compounds, 0.23% hits; Potency, µM (doses to about 46.1 µM), inactives show at the top dose growth rescue (activation), actives largely listed as activators;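 further: potency means the concentration at half of the fitted maximal effect; % of control where 0% means no effect; nearly all actives have a fitted effect of over 45% in size; temperature-sensitive fusion mutants such as fzo1-1 at 37 °C on non-fermentable ethanol glycerol medium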
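S. cerevisiae fusion-defective temperature-sensitive mutants (e.g. fzo1-1, mgm1-5) grown 48 h at 37C in YPEG (ethanol/glycerol non-fermentable) medium with 23 nl compound per well; growth rescue read as CellTiterGlo luminescence.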
Integrin act MD = activates integrin-mediated alleviation for muscular dystrophy; alpha7betagal myoblasts, beta-gal FDG fluorescence, 48 h; Potency, µM (highest dose often 38.3 µM), for the others: at the top dose activation, hits mostly activators; 350,000 compounds, 0.064% hits; AID 624291;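 further: potency means the concentration at half of the fitted maximal effect; 100% = response of the positive control SU9516; nearly all actives have a fitted effect of over 60% in size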
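Alpha7betagal+/- myoblasts (passage 13) were plated 16-24 hr, then exposed to compounds (1:260 dilution of DMSO stock) for 48 hours at 37C. After MPER lysis, β-galactosidase reporter activity was read as FDG fluorescence (ex 480/em 540) after 30 minutes.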
Menin MLL FP TR = displaces Texas Red mutant MLL peptide from human menin; Menin + Texas Red MLL mutant peptide, fluorescence polarization; 270,000 compounds, 0.23% hits; Potency, µM (highest dose often 61.6 µM), inactives show at the highest dose FP activity change, negative = inhibition, hits mostly inhibitors; active means well fitted inhibition curve with a large enough effect in the polarisation, with a control signal flat, not every such curve was filed as active; inconclusive means small, poorly fitted or top-dose-only effect, or effect the other way, or a change in a side signal; inactive means no such curve, though single readings can be large or run the other way; the % refers to the polarisation; further: potency means the concentration at half of the fitted maximal effect; % of control where 0% means no effect; many of its hits are not listed in these tables
A-T KAP1 phos = potential ataxia-telangiectasia treatments restoring KAP-1 phosphorylation; AID 485349; 320,000 compounds, 0.19% hits; […] A-T fibroblasts, KAP-1 phosphorylation AlphaLISA; neocarzinostatin DNA damage 30 min before lysis; Potency, µM (highest dose often 57.5 µM), inactives show at the highest dose activation, usual class: activators; further: potency means the concentration at half of the fitted maximal effect; % of control where 0% means no effect; nearly all actives have a fitted effect of over 45% in size
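ATM-like activity read as KAP-1 phosphorylation via AlphaLISA donor/acceptor antibody pairs after lysis and 6 hr at 25C. Cells were ATM-null patient fibroblasts ([…], hTERT), dosed 60 min, then exposed to the DSB inducer NCS for 30 min.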
An asterisk follows results filed as active; [ ] = another dose, or the depositor's remark. Unless noted, the call rests on the fitted dose curve; in most records, active means well fitted curve in the direction sought with a large enough effect; inconclusive means small, poorly fitted or top-dose-only effect, or another doubt; inactive means no such curve, though single readings can be large; an effect the other way counts as inactive or inconclusive. Some of the compounds tested, so the mix of outcomes need not match the whole.

For COCCN1CCN(C(=O)C2CCC(=O)N(CCCc3ccccc3)C2)CC1 (centres undefined) the results were MLL CXXC-DNA inh -5%, S-ASM inh -5%, MBNL1-CUG inh -7%, TSG101-PTAP inh -2%, TSHR antagonist -5, TCR act 0%, Mito fusion act 0%, Integrin act MD 35% and A-T KAP1 phos -5%.
COC(=O)C1CCN(C(=O)CSc2nc3nc(C)cc(C)n3n2)CC1 was read as S-ASM inh 0%, TSG101-PTAP inh 0%, TSHR antagonist -2, TCR act -6%, Mito fusion act 1%, Integrin act MD -4% and A-T KAP1 phos 2%.
O=C(CSCCN1C(=O)c2ccccc2C1=O)Nc1ccc2ccccc2c1 was read as MLL CXXC-DNA inh 2%, S-ASM inh -4%, MBNL1-CUG inh 2%, TSG101-PTAP inh -1%, TSHR antagonist -20, TCR act -1%[46.1 µM], Mito fusion act 4%, Integrin act MD -12%, Menin MLL FP TR 5% and A-T KAP1 phos 0%.
`CCOC(=O)c1c(S(=O)(=O)N2CCN(Cc3ccccc3)CC2)c(C)n(C)c1C` gave MLL CXXC-DNA inh 7%, S-ASM inh 0%, MBNL1-CUG inh -4%, TSG101-PTAP inh -6%, TSHR antagonist -3, TCR act 0%, Mito fusion act -6%, Integrin act MD 0%, Menin MLL FP TR -18% and A-T KAP1 phos 6%.
Screening OCCN(CCO)c1ncnc2c1sc1nc(N3CCOCC3)c3c(c12)CCCC3 returned MLL CXXC-DNA inh 9%, S-ASM inh -5%, MBNL1-CUG inh -5%, TSG101-PTAP inh -5%, TSHR antagonist -3, TCR act -5%, Mito fusion act -2%, Integrin act MD -25%, Menin MLL FP TR 3% and A-T KAP1 phos -2%.
For COc1ccc(OC)c(NC(=O)c2cnn(-c3ccccc3Cl)c2NC(=O)c2ccco2)c1 the results were MLL CXXC-DNA inh -3%, S-ASM inh -2%, MBNL1-CUG inh -2%, TSG101-PTAP inh -6%, TSHR antagonist 6, Mito fusion act 1%, Integrin act MD 6%[7.66 µM], Menin MLL FP TR 6% and A-T KAP1 phos 7%.
Screening COCc1[nH]nc2c1C1(C(=O)N(C)c3ccccc31)C(C#N)=C(N)O2 (centres undefined) returned MLL CXXC-DNA inh -9%, S-ASM inh -2%, MBNL1-CUG inh -4%, TSG101-PTAP inh -5%, TSHR antagonist 5, TCR act 11%, Mito fusion act 0%, Integrin act MD 27%, Menin MLL FP TR 7% and A-T KAP1 phos 2%.
For CCCCCCCC[n+]1cccc(C(=O)N2c3c(nc(N)[nH]c3=O)NC(C)C2C)c1 (centres undefined) the results were MLL CXXC-DNA inh 2%, MBNL1-CUG inh 1%, TSG101-PTAP inh 1%, TSHR antagonist 0, TCR act -3%[46.1 µM], Mito fusion act -3%, Integrin act MD -10%, Menin MLL FP TR 4% and A-T KAP1 phos 7%.
Screening CCn1nc(C)cc1C(=O)N1CCCC(Nc2ccc(C(C)C)cc2)C1 (centres undefined) returned MLL CXXC-DNA inh -1%, S-ASM inh 0%, MBNL1-CUG inh -4%, TSG101-PTAP inh 2%, TSHR antagonist -24, TCR act 1%, Mito fusion act 0%, Integrin act MD 6%, Menin MLL FP TR -12% and A-T KAP1 phos 1%.
`CC(C)C[C@@H](CNCC(=O)[C@H](Cc1c[nH]c2ccccc12)NC(=O)c1[nH]cnc1C(=O)N[C@H](CN)CC(C)C)NC(=O)c1nc[nH]c1C(=O)N[C@@H](CC(=O)O)C(=O)O` gave S-ASM inh 14%, TSG101-PTAP inh -1%, TCR act -3% and Integrin act MD 16%.
`CCOc1ccc(/C=C(\C(=O)O)c2ccc(S(=O)(=O)N3CCOCC3)s2)cc1OC` gave MLL CXXC-DNA inh 3%, S-ASM inh 6%, TSG101-PTAP inh -1%, TSHR antagonist -25, TCR act -3%[46.1 µM], Mito fusion act -1%, Integrin act MD -9% and Menin MLL FP TR inconclusive.
`c1cc(SC2CCCCC2)cc(-c2nc3cnccn3c2NC2CCCCC2)c1` gave TSG101-PTAP inh 16%, TSHR antagonist -28, TCR act -5%, Integrin act MD -40% and A-T KAP1 phos inconclusive.
For COc1ccc(CCn2c(N3CCN(C)CC3)nc3c2c(=O)[nH]c(=O)n3C)cc1 the results were MLL CXXC-DNA inh -3%, S-ASM inh 7%, MBNL1-CUG inh -3%, TSG101-PTAP inh -5%, TSHR antagonist 11, TCR act 0%, Mito fusion act -2%, Integrin act MD 2%, Menin MLL FP TR -4%[11.7 µM] and A-T KAP1 phos 19%.
For N#Cc1c(N2CCOCC2)nc(-c2ccco2)c2c1CCCC2 the results were MLL CXXC-DNA inh -1%, S-ASM inh 491%[activator], MBNL1-CUG inh 9%, TSG101-PTAP inh -14%, TSHR antagonist 1, TCR act 4%, Mito fusion act -11%, Integrin act MD -19%, Menin MLL FP TR -9% and A-T KAP1 phos 19%.
For CCOC(=O)Cn1nnnc1CN(Cc1ccc(OC)cc1)Cc1cc2cc(CC)ccc2[nH]c1=O the results were MLL CXXC-DNA inh 2%, S-ASM inh inconclusive, MBNL1-CUG inh inconclusive, TSG101-PTAP inh -1%, TSHR antagonist -4, TCR act -5%, Mito fusion act 5%, Integrin act MD -2%, Menin MLL FP TR -12%[11.7 µM] and A-T KAP1 phos 27%.
`CCOc1ccc(S(=O)(=O)NCCc2ccccn2)cc1` gave S-ASM inh 6%, TSG101-PTAP inh -5%, TSHR antagonist -6, TCR act 1%[46.1 µM], Integrin act MD 0% and A-T KAP1 phos -7%.
Screening Cc1ccc(NC(=O)COC(=O)CCc2ccc(S(=O)(=O)N3CCOCC3)cc2)cc1F returned MLL CXXC-DNA inh inconclusive, S-ASM inh -2%, MBNL1-CUG inh -4%, TSG101-PTAP inh -4%, TSHR antagonist 0, TCR act -8%, Mito fusion act 5%, Integrin act MD 2%, Menin MLL FP TR 18% and A-T KAP1 phos -4%.
`O=c1c2ccccc2nc(COc2ccccc2)n1/N=C/c1c[nH]c2ccccc12` gave MLL CXXC-DNA inh 3%, S-ASM inh 5%, MBNL1-CUG inh -13%, TSG101-PTAP inh 0%, TSHR antagonist 14, TCR act 1%[46.1 µM], Mito fusion act 1%, Integrin act MD 20%, Menin MLL FP TR inconclusive and A-T KAP1 phos -3%.
For CC(SCC(=O)O)c1nc2ccccc2[nH]1 (centres undefined) the results were MLL CXXC-DNA inh 38%[activator], S-ASM inh 5%, MBNL1-CUG inh 4%, TSG101-PTAP inh -4%, TSHR antagonist 16, TCR act 0%, Mito fusion act -1%, Integrin act MD -25% and A-T KAP1 phos 23%.
COC(=O)c1cc(C(=O)CC(C)C)c[nH]1 was read as MLL CXXC-DNA inh 1%, S-ASM inh -1%, MBNL1-CUG inh -9%, TSG101-PTAP inh 1%, TSHR antagonist 5, TCR act 13%, Mito fusion act -4%, Integrin act MD inconclusive, Menin MLL FP TR 2% and A-T KAP1 phos -1%.
Screening Cc1cccc(-c2nc(C#N)c(N3CCCCC3)o2)c1 returned MLL CXXC-DNA inh 7%, S-ASM inh -2%, MBNL1-CUG inh -8%, TSG101-PTAP inh -8%, TSHR antagonist -1, TCR act 4%, Mito fusion act -10%, Integrin act MD 6%, Menin MLL FP TR inconclusive and A-T KAP1 phos -1%.
CC1CN(C(=S)Nc2ccccc2C(F)(F)F)CC(C)O1 (centres undefined) was read as MLL CXXC-DNA inh -5%, S-ASM inh 0%, MBNL1-CUG inh -12%, TSG101-PTAP inh -1%, TSHR antagonist 11, TCR act 3%, Mito fusion act 0%, Integrin act MD 5%, Menin MLL FP TR -1% and A-T KAP1 phos 2%.
CC(C)(C)C1=Nn2c(nnc2-c2ccco2)SC1 was read as MLL CXXC-DNA inh 9%, S-ASM inh 0%, MBNL1-CUG inh -10%, TSG101-PTAP inh -10%, TSHR antagonist -2, TCR act 0%, Mito fusion act 2%, Integrin act MD 7%, Menin MLL FP TR 3% and A-T KAP1 phos 2%.
Screening COC(=O)c1ccc2c(=O)n(C3CCCCC3)c(SCC#N)nc2c1 returned MLL CXXC-DNA inh -10%, S-ASM inh -1%, MBNL1-CUG inh -14%, TSG101-PTAP inh -2%, TSHR antagonist -5, TCR act 2%, Mito fusion act -4%, Integrin act MD 6% and Menin MLL FP TR -4%.
O=CN1CCN(C(=O)CC(c2ccccc2)c2cc(Br)ccc2O)CC1 (centres undefined) was read as MLL CXXC-DNA inh -10%, S-ASM inh 2%, MBNL1-CUG inh 1%, TSG101-PTAP inh 1%, TSHR antagonist -9, TCR act 10%, Mito fusion act -1%, Integrin act MD inconclusive, Menin MLL FP TR -2% and A-T KAP1 phos -7%.

Source: PubChem (National Center for Advancing Translational Sciences (NCATS))
